Source: PubChem BioAssay (several laboratories)
STAT3 activator: IL-6 driven STAT3 reporter potentiators, primary screen, U3A cells, luciferase, luminescence, MLSCN library | activation (% of control), % at 5.6 µM | IL-6 STAT3-luciferase reporter; 100% = signal with IL-6 EC80 alone | actives 0.91% (n = 190,000);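 active = activation above the screen-wide mean of compound activation plus 3 SD, cut at about 130% in these data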;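 also: 0% = background luminescence of wells with medium and substrate only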
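Material: STAT1-lacking human U3A cells, STAT3 luciferase reporter | Benchmarks: IL-6-only wells as 100% reference | Probe or stimulus: IL-6 (33 ng/mL) | Timing: Compound 1 h, then IL-6 6 h at 37 °C | Detection: Luminescence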
Diaphorase act: compounds boosting diaphorase resazurin reduction – biochemical, uHTS, resorufin fluorescence, counter-screen for diaphorase-coupled primary assays, primary screen. Diaphorase/resazurin coupled assay, 16 min; active compounds read high; 1 = vehicle wells, 0 = NADH-free wells. activation factor at 20 µM. actives 0.005% (n = 190,000);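 active = diaphorase activity raised at least twofold by the compound at 20 µM; inactive = activation factor below 2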
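Measured by – red resorufin fluorescence at 544/590 nm excitation/emission · Test system – Clostridium kluyveri diaphorase, purified enzyme · Incubation – reaction time 16 min, room temperature · Buffer or medium – 50 mM HEPES pH 7.4 with 4.542 mM MgCl2, 0.005% Tween 20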
Diaph inh CS: diaphorase inhibitors and chemical oxidizers, primary screen, counter-screen for diaphorase-coupled primary assays, biochemical, uHTS, resorufin fluorescence | inhibition, % at 20 µM | AID 1217, 2008 | diaphorase resazurin-to-resorufin fluorescence, NADH, 16 min; bacterial (C. kluyveri) enzyme, not human | actives 0.69% (n = 190,000);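 active = primary screen inhibition at 20 µM above a set limit, cut at about 50% in these data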;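 also: plate controls were DMSO with full reaction for no effect and wells lacking NADH for full effect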
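Assay system – diaphorase enzyme from Clostridium kluyveri · Amount – diaphorase 0.14 U/mL (working solution) · Times – reaction incubation of 16 min at room temperature · Controls – No-NADH positive control and DMSO neutral control · Signal – resorufin fluorescence 544/590 nm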
APP 5UTR inh: inhibitors of APP translation via 5'UTR reporter, primary screen, APP 5'UTR luciferase, SH-SY5Y cells; SH-SY5Y APP 5'UTR-luciferase reporter, luminescence; inhibition, % at 2 µM; actives 0.82% (n = 190,000);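 active = inhibition above a set limit, derived from the sample mean plus 3 SD, cut at about 45% in these data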; also: values of inactives mirror those of a sister screen read the other way
G6PDH counter: L. mesenteroides G6PDH inhibitors, counter-screen for G6PDH-coupled screening assays, biochemical, Leuconostoc mesenteroides enzyme. glucose-6-phosphate dehydrogenase [Leuconostoc mesenteroides]. Purified L. mesenteroides G6PDH, diaphorase/resazurin coupled fluorescence, 45 min. inhibition, % at 5 µM. actives 0.12% (n = 200,000); in the data active = inhibition above about 50%
STAT1 act: STAT1 signaling activators, primary screen, cell-based, HTS, luciferase reporter; activation (% of control), % at 5.5 µM; actives 2.6% (n = 200,000); NIH 3T3 STAT1-luciferase reporter, IFN-gamma, luminescence; 100% = IFN-gamma alone, no compound; AID 932, 2007;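 active = activation above the screen-wide mean activation plus 3 SD, cut at about 130% in these data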;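 also: raw ratio to IFN-gamma control signal so 100% means no change and 0% no light; values of inactives mirror those of a sister screen read the other way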
TLR4 MyD88 comp: inhibitors of TLR4-MyD88 association in cells, primary screen, cell-based, HeLa CL3-4, BLA complementation, FRET ratio; Toll-like receptor 4 (Homo sapiens) + Myeloid differentiation primary response protein …; HeLa CL3-4 TLR4/MyD88 BLA complementation; AID 861, 2007; actives 0.18% (n = 200,000); inhibition, % at 8.4 µM; in the data active = inhibition above about 25%;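 also: 0% = vehicle and 100% = reference inhibitor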
Target sequence (O00206 whole entry, looked up): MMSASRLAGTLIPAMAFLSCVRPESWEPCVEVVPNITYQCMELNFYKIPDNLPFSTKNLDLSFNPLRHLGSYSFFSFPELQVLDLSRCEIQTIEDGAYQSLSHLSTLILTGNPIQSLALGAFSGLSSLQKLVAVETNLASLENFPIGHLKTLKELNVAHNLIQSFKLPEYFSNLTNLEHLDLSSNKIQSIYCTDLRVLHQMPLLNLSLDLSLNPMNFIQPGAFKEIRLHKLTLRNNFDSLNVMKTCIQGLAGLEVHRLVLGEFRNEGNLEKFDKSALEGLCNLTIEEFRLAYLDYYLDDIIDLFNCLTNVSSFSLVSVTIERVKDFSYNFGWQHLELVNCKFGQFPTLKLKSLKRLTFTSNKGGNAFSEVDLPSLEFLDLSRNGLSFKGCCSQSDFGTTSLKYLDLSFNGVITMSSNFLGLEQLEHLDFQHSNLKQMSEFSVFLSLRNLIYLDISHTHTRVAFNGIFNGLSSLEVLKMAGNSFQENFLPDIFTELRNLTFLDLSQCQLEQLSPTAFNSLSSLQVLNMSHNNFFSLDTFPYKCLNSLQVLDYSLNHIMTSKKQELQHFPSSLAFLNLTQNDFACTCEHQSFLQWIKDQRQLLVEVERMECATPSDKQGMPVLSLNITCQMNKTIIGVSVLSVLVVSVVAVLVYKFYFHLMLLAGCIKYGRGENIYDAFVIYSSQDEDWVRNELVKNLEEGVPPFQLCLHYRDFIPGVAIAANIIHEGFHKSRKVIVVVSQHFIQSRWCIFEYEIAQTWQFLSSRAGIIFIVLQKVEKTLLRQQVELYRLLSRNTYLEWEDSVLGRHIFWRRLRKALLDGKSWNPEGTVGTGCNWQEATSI
Target sequence (Q99836 whole entry, looked up): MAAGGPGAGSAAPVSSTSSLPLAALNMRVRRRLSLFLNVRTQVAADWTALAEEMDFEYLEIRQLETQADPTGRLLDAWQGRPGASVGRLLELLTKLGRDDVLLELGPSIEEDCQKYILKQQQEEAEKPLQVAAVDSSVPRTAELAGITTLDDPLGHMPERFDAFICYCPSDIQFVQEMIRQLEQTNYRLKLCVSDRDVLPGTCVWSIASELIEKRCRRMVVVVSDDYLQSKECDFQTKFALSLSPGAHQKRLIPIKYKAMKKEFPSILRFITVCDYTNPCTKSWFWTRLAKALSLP
STAT1 blocker: STAT1 signaling inhibitors, primary screen, cell-based, HTS, luciferase reporter. NIH 3T3 STAT1-luciferase reporter, IFN-gamma, luminescence. AID 920, 2007. actives 0.35% (n = 200,000). inhibition, % at 5.5 µM;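 active = inhibition above a set limit, the mean inhibition across all tested compounds plus 3 SD, cut at about 34% in these data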;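 also: 0% = IFN-gamma with DMSO and 100% = IFN-gamma with 300 µM nifuroxazide; values of inactives mirror those of a sister screen read the other way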
Hsp70 activator: Hsp70 transcriptional activators, primary screen, cell-based, HeLa, Hsp70 promoter luciferase, luminescence, 10 µM. HeLa Hsp70 promoter luciferase reporter; scaled: vehicle 0, proteasome-inhibitor control 100%. activation, % at 10 µM. actives 0.04% (n = 200,000). AID 1203, 2008;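 active = activation above the mean across all tested compounds plus 3 SD, cutoff set per campaign, cut at about 5.5% in these data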;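 also: 100% = MG132 at 30 µM as the positive control and 0% = DMSO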
STAT3 blocker: IL-6 driven STAT3 reporter inhibitors, primary screen, U3A cells, luciferase, luminescence, MLSCN library; IL-6 STAT3-luciferase reporter; host cell line lacks STAT1; inhibition, % at 5.5 µM; actives 0.89% (n = 190,000);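 active = inhibition above the mean inhibition across all screened compounds plus 3 SD, cut at about 44% in these data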;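 also: 0% = DMSO only wells and 100% = 100 µM nifuroxazide control wells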
* marks the source's active call; other numbers are inactive results; nt = not tested or not shown.

SMILES	STAT3 activator	Diaphorase act	Diaph inh CS	APP 5UTR inh	G6PDH counter	STAT1 act	TLR4 MyD88 comp	STAT1 blocker	Hsp70 activator	STAT3 blocker
NC(=O)c1ccc(NC(=O)Cc2csc(-c3ccccc3)n2)cc1	90	0.9	10	16	10	98	-6	3	-0.4	14
COc1ccc(/C=N/NC(=O)COc2cccc3cccnc23)cc1OC	97	1.2	-20	10	2	103	-10	-6	-0.1	7
N=c1n(CCN2CCCCC2)c2ccccc2n1CC(O)c1cccc(Br)c1 (centres undefined)	101	0.9	8	-3	2	92	18	8	-0.2	-1
Cc1ncc([N+](=O)[O-])n1CC(=O)NC1CCCCCC1	107	0.9	12	-14	5	107	6	-8	0.2	0
O=C(Nc1ccc(N=Nc2ccccc2)cc1)c1cccc(Cl)c1	79	0.8	18	25	-29	103	-2	-1	-0.2	31
COc1cccc(C(=O)OCC(=O)Nc2cc(C)c(C)cc2[N+](=O)[O-])c1	99	1	2	nt	8	104	3	-4	-0.1	1
CCCCC(=O)Nc1ccc(C(=O)N2CCC(C(=O)OCC)CC2)cc1	98	0.9	6	3	2	98	7	3	-0.2	4
CC(C)(C)NC(=O)/C(=C\c1ccccc1F)NC(=O)c1ccc([N+](=O)[O-])cc1	107	0.8	16	5	5	102	7	-3	-0.1	5
Cc1c(Cl)cccc1NC(=S)N(Cc1cccnc1)Cc1ccccc1Cl	107	0.8	15	24	0	94	0	4	-0.4	-7
O=C(Nc1nccc(-c2cccs2)n1)c1cccs1	119	0.8	18	-54	0	119	0	-21	0.1	-14
CC1CC(C)(C)NC(C)c2ccccc21 (centres undefined)	96	0.9	9	-6	10	100	0	0	-0.2	10
COc1ccc(-c2cc(C(=O)O)sc2C)cc1	106	1	2	15	2	93	-13	6	1.3	4
O=C(Nc1nnc(Cc2ccc(Cl)cc2)s1)C1CCCO1 (centres undefined)	106	1	2	-30	3	104	4	-5	0.7	1
O=C(CSCc1ccc(Cl)cc1)NN=C1CCCCCC1	104	0.9	8	8	0	98	-1	2	-0.1	-5
COc1ccc(-c2csc3nc(C)n(-n4cccc4)c(=O)c23)cc1OC	108	1	4	5	12	106	-6	-7	0.5	-6

Retrieved by structure from the entries so far:
SMILES	STAT3 activator	Diaphorase act	Diaph inh CS	APP 5UTR inh	G6PDH counter	STAT1 act	TLR4 MyD88 comp	STAT1 blocker	Hsp70 activator	STAT3 blocker
O=C(CSCc1ccc(Cl)cc1)NN=C1CCCCCC1	104	0.9	8	8	0	98	-1	2	-0.1	-5
COc1ccc(-c2csc3nc(C)n(-n4cccc4)c(=O)c23)cc1OC	108	1	4	5	12	106	-6	-7	0.5	-6
N=c1n(CCN2CCCCC2)c2ccccc2n1CC(O)c1cccc(Br)c1 (centres undefined)	101	0.9	8	-3	2	92	18	8	-0.2	-1

New compounds follow
SMILES	STAT3 activator	Diaphorase act	Diaph inh CS	APP 5UTR inh	G6PDH counter	STAT1 act	TLR4 MyD88 comp	STAT1 blocker	Hsp70 activator	STAT3 blocker
O=C(Nc1ccon1)c1cnc2sccn2c1=O	100	0.9	6	-12	2	109	-6	-10	-0.2	4
COc1ccc(OCCN(C)Cc2ccccc2)cc1	113	0.9	12	0	5	102	-9	-2	0.2	-11
COc1cc(NC(=S)Nc2ccccn2)cc(OC)c1OC	91	0.9	10	2	0	101	-7	-3	0.0	15
O=S1(=O)N=C(N/N=C/C=C/c2ccccc2)c2ccccc21	102	1	4	-12	-12	111	9	-12	-0.2	1
Cc1cccc(NC(=S)N(CCN(C)C)Cc2cc3cccc(C)c3[nH]c2=O)c1	101	0.9	11	11	-10	99	8	2	-0.1	-4
Cc1ccccc1CNC(=O)Nc1cccs1	100	1	4	-17	7	118	-10	-19	0.1	3
CC1CN(CC(O)COC(c2ccccc2)c2ccccc2)CC(C)O1 (centres undefined)	98	0.9	13	-8	12	96	-4	4	-0.2	5
O=C(NCC1CCCO1)C1CCCN1C(=O)Nc1ccc(Cl)c(Cl)c1 (centres undefined)	98	nt	nt	-23	8	94	-12	5	-0.3	4
O=C1c2ccccc2C(=O)N1CCN1CCOCC1	98	0.9	8	-18	5	99	22	1	-0.2	7
COc1cc(OC)c(NC(=O)CS(=O)(=O)Cc2nc(-c3ccc(C)cc3)oc2C)cc1Cl	102	0.8	22	-3	14	100	2	0	0.1	6
O=C(CC(NCCc1ccccc1)C(=O)O)Nc1ccc(O)cc1 (centres undefined)	109	0.9	6	nt	1	100	-6	4	-0.4	-10
C/C(=N\NC(=O)c1ccc(NS(=O)(=O)c2cccs2)cc1)c1ccncc1	104	0.9	10	-10	6	105	-3	-6	-0.2	-2
CCOC(=O)N1CCN(Cc2cc(=O)oc3ccc(Cl)cc23)CC1	97	0.8	19	-10	6	100	2	1	-0.4	10
Cc1c(C#N)c(N=CN(C)C)c(C(=O)c2ccccc2)n1-c1ccccc1	98	0.9	12	-3	5	103	-3	-3	-0.1	4
COc1c(OC(C)=O)ccc(/C=C/c2ccc3ccccc3n2)c1[N+](=O)[O-]	105	0.8	24	-136	-38	99	7	1	0.5	0
O=C(Nc1ccc(NC(=O)c2ccccc2Cl)nc1)c1ccncc1	93	0.9	11	-4	5	99	7	-1	-0.2	15
CCN(CC(=O)NCc1cccs1)C(=O)CCc1c[nH]c2ccccc12	95	0.9	12	2	1	95	-1	5	-0.1	11
CCOC(=O)c1cc2c(s1)-c1ccccc1CC2	174*	0.9	11	-41	3	131*	2	-34	0.0	-76
Cc1nn(Cc2ccccc2)c(C)c1NC(=O)Cn1nc([N+](=O)[O-])c(Cl)c1C	108	0.9	9	-4	7	98	-11	3	-0.1	-2
COc1ccccc1/C=N/NC(=O)c1ccccc1Cl	98	0.9	10	7	5	121	0	-23	-0.2	4
CCc1ccc(C(=O)COC(=O)CNC(=O)COc2ccccc2)cc1	101	1	4	12	1	97	6	3	0.0	-3
CSc1sc(C)cc1C1C(C#N)=C(N)N(c2cccnc2)C2=C1C(=O)CCC2 (centres undefined)	99	0.9	9	8	5	92	2	9	-0.4	5
COCCN(CCOC)c1nc(N)c2c(N)nc3c(c2c1C#N)CC(=O)N3Cc1ccc(Cl)cc1	96	0.8	24	-10	2	96	-5	4	-0.3	3
O=Cc1ccc(-c2cccc(C(=O)O)c2)o1	112	0.9	6	-6	-2	104	-1	-7	-0.1	-9
COc1ccc(S(=O)(=O)NCCSCc2cccs2)cc1	100	0.8	15	-5	-1	101	-2	-1	-0.3	3
CCn1c(SCC(=O)N(C)C2CCS(=O)(=O)C2)nnc1-c1cccs1 (centres undefined)	109	0.9	9	-17	12	97	5	3	0.6	-7
COc1cccc(N=CC2=C(O)CC(C)(C)CC2=O)c1	86	1	2	19	5	102	-5	-2	-0.3	20
CC(NC(=O)Nc1ccc(Br)cc1)C(C)(C)C (centres undefined)	104	1	-1	-16	6	113	8	-14	0.3	-5
O=C(CN(c1ccccn1)S(=O)(=O)c1ccc(F)cc1)Nc1ccc(F)cc1F	104	1	-2	1	2	99	-15	0	-0.5	-1
CCOC(=O)C1(C)C=C(Nc2ccc(OCC)cc2)C(=O)N1c1ccccc1 (centres undefined)	107	0.8	19	-2	-7	107	-10	-8	-0.3	-10
COc1ccc(-c2nsc(SCC(=O)Nc3cc(C)on3)n2)cc1	101	0.9	13	-25	-41	101	-2	-2	-0.4	2
CCn1c(=O)cc(OCC(=O)NCc2cccs2)c2ccccc21	95	0.9	9	-16	6	109	2	-11	-0.3	10
C/C(=N\NC(=O)OC(C)(C)C)c1ccccc1Br	120	1.2	-17	-20	7	132*	7	-36	-0.1	-18
O=c1c2ccccc2cnn1Cc1n[nH]c(=S)n1-c1ccc(F)cc1	102	0.9	9	-4	4	100	8	-2	-0.1	5
COc1cc(C(=O)Nc2nnc(CC(=O)N3CCOCC3)s2)cc(OC)c1OC	106	0.9	13	-10	18	100	7	0	-0.1	-5
O=C1CSC(c2ccc(F)cc2)N1c1nnc(C23CC4CC(CC(C4)C2)C3)s1 (centres undefined)	101	0.8	22	6	3	97	-9	3	-0.3	-2
CN1CCN(C(=O)c2ccccc2NC(=O)Cc2ccccc2)CC1	111	0.9	12	-10	5	99	0	1	1.3	-11
OCCCCNCc1cc(Br)ccc1OCc1ccccc1	103	1.1	-7	1	-2	94	20	6	-0.2	4
C#CCONC(=O)c1cc(OCC(F)(F)F)ccc1OCC(F)(F)F	98	0.9	10	7	6	100	4	0	-0.1	4
Cn1c(=O)cc(SCC(=O)NCCC2=CCCCC2)c2ccccc21	94	0.9	10	20	12	97	-6	3	-0.3	6
CC(C)NOC(=O)c1ccc(Cl)cc1	99	1	4	8	-1	102	-23	-4	-0.3	11
CCS(=O)(=O)n1nc(-c2ccc(OC)cc2)nc1SC	98	0.9	13	-38	0	112	-4	-14	0.3	6
CCCC(C)C(=O)N(Cc1ccccc1)c1ccccn1 (centres undefined)	102	0.7	27	3	4	95	-11	5	-0.5	-1
CC(C)CN(C(=O)COC(=O)c1cc2c(s1)CCC2)C1CCS(=O)(=O)C1 (centres undefined)	93	0.8	21	5	-4	100	-12	0	-0.2	11
Cc1ccccc1-c1nsc(SCC(=O)c2ccc(Cl)cc2)n1	103	0.8	15	-21	-37	95	-4	5	-0.1	-5
Cc1ccc(NC(=O)CN(C)CC(=O)Nc2ccccc2C(=O)Nc2ccccc2)cc1	147*	0.7	32	-14	2	90	-7	11	0.3	-49
Cc1c(/C=N\NC(=O)c2ccc(F)cc2)cnn1C	109	1	4	-2	4	100	-2	3	-0.4	-14
COc1ccc(C2C3=C(CC(c4ccco4)CC3=O)Nc3ccccc3N2C(C)=O)cc1 (centres undefined)	103	0.9	15	0	3	95	2	5	-0.1	2
CCOCCCNC(=O)COC(=O)/C=C/c1ccc(S(=O)(=O)N2CCc3ccccc32)cc1	114	0.8	25	0	-2	91	-14	10	-0.1	-6
Cc1ccc(C2=CSC3=NS(=O)(=O)CCN23)cc1	103	1	0	25	1	103	-10	-4	0.0	4
CCC(CC)C(=O)N(CCc1ccc(OC)cc1)Cc1nc2ccccc2c(=O)[nH]1	98	0.9	15	-2	4	104	4	-5	-0.2	8
